From PubChem
CHT PAM = allosteric activators of human choline transporter CHT; AID 488977; B-score at 10 µM; Q9GZV3; actives 0.49% (n = 310,000); CHT-expressing cells, membrane potential dye, choline EC20; hits give high values; LV-AA mutant CHT in HEK293 cells;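 active = initial fluorescence not abnormally high and integrated response B-score, plate-corrected, over 3 SD above library mean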
Target sequence (Q9GZV3 whole entry, looked up): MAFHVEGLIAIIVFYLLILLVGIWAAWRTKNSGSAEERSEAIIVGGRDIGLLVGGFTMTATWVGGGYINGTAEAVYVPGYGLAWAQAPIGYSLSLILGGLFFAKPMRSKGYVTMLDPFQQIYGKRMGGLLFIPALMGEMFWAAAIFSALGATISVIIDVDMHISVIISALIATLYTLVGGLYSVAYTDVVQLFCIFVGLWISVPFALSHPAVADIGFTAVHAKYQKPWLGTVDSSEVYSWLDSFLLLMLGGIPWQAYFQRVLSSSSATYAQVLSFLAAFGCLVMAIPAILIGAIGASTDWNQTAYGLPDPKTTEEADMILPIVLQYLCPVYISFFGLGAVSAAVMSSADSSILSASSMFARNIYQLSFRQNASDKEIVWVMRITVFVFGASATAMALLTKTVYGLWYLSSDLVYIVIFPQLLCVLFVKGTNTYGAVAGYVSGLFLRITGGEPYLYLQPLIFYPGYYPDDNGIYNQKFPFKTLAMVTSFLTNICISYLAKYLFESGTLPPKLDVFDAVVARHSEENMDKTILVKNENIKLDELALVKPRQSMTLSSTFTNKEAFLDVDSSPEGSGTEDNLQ
CHT block = inhibits the human high affinity choline transporter; CHT-expressing cells, membrane potential dye, choline response; hits give low values; B-score at 10 µM; actives 0.86% (n = 310,000); AID 488975;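 active = B-score over 3 SD under the library average, and starting fluorescence ratio not unusually high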;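 note: choline stimulus applied at its EC90 after an EC20 pre-addition; B-score computed on integrated fluorescence ratio after choline addition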
* hit, by the source's call.

For COc1ccc(S(=O)(=O)N(C)c2nc3ccccc3n3c(CC(C)C)nnc23)cc1 the results were CHT PAM inactive and CHT block inactive.
Cc1cc(Oc2ccc(-c3nnc(-c4ccccc4)o3)cc2[N+](=O)[O-])ccc1Cl was read as CHT PAM inactive and CHT block inactive.
For Cc1onc(C(=O)/C=C/N(C)C)c1C(=O)Nc1nccs1 the results were CHT PAM inactive and CHT block inactive.
`O=C(N/N=C/c1ccc([N+](=O)[O-])cc1)c1cccs1` gave CHT PAM inactive and CHT block inactive.
For Nc1nc(-c2ccccc2)cn1/N=C/c1ccccc1 the results were CHT PAM inactive and CHT block inactive.
`O=C(NCCCO)C(=O)Nc1cc2c3c(c1)CCC(=O)N3CCC2` gave CHT PAM inactive and CHT block inactive.
Screening O=C(O)c1ccc(N=Nc2c(O)[nH]c3ccc(Br)cc23)cc1 returned CHT PAM inactive and CHT block inactive.
CCOC(=O)N1CCN(C(=O)CCC2CCCC2)CC1 was read as CHT PAM inactive and CHT block inactive.
`CCn1c(N)c(C(=O)NC)sc1=S` gave CHT PAM inactive and CHT block inactive.
OC(CNCc1ccc2c(c1)OCO2)COc1ccc(F)cc1 (centres undefined) was read as CHT PAM inactive and CHT block inactive.
`COC(=O)CC1C(=O)NCCN1C(=O)CSc1nc2ccccc2s1` (centres undefined) gave CHT PAM inactive and CHT block inactive.
O=C(O)CCNS(=O)(=O)c1ccccc1 was read as CHT PAM inactive and CHT block inactive.
COc1cccc(/C(O)=C/C(=O)C(=O)Nc2ccc(S(=O)(=O)NC(C)=O)cc2)c1 was read as CHT PAM inactive and CHT block inactive.
Screening O=C(Oc1cccnc1)c1ccco1 returned CHT PAM inactive and CHT block inactive.
CC1CCCC(NC(=O)c2cccc(N3CCCC3=O)c2)C1C (centres undefined) was read as CHT PAM inactive and CHT block -5.3*.

Reprinted at random: seven entries already listed
`CCn1c(N)c(C(=O)NC)sc1=S` gave CHT PAM inactive and CHT block inactive.
For Nc1nc(-c2ccccc2)cn1/N=C/c1ccccc1 the results were CHT PAM inactive and CHT block inactive.
CC1CCCC(NC(=O)c2cccc(N3CCCC3=O)c2)C1C (centres undefined) was read as CHT PAM inactive and CHT block -5.3*.
O=C(O)CCNS(=O)(=O)c1ccccc1 was read as CHT PAM inactive and CHT block inactive.
`O=C(NCCCO)C(=O)Nc1cc2c3c(c1)CCC(=O)N3CCC2` gave CHT PAM inactive and CHT block inactive.
`O=C(N/N=C/c1ccc([N+](=O)[O-])cc1)c1cccs1` gave CHT PAM inactive and CHT block inactive.
Screening O=C(Oc1cccnc1)c1ccco1 returned CHT PAM inactive and CHT block inactive.

More results
`C(=N/N1CCN(c2ccccc2)CC1)/c1ccncc1` gave CHT PAM inactive and CHT block inactive.
Screening CC(=O)Nc1cc(C(=O)N(C)Cc2ccco2)ccc1Sc1ccc(C)cc1 returned CHT PAM inactive and CHT block inactive.
Screening COc1ccc(NC(C)=O)cc1NC(C)C(=O)Nc1ccc(F)cc1 (centres undefined) returned CHT PAM inactive and CHT block inactive.
For O=C(Nc1nnc(SCc2c(Cl)cccc2Cl)s1)C1CC(=O)N(c2ccc3c(c2)OCCO3)C1 (centres undefined) the results were CHT PAM inactive and CHT block inactive.
For COc1ccc(C2(CNC(=O)Cc3ccccc3)CCCC2)cc1OC the results were CHT PAM inactive and CHT block inactive.
Screening Cc1ccc2c(c1)c(C1=c3ccccc3=NC1=O)c(O)n2C returned CHT PAM inactive and CHT block inactive.
For CCOC(=O)N1CCC(NC(=O)C2CCN(C(=O)c3cc4sccc4n3CC)CC2)CC1 the results were CHT PAM inactive and CHT block inactive.
O=C(NCc1ccc2c(c1)OCO2)c1nc(S(=O)(=O)Cc2ccccc2F)ncc1Cl was read as CHT PAM inactive and CHT block inactive.
Screening O=C(c1cccnc1)n1nc(NCc2ccccc2)nc1NCc1ccccc1 returned CHT PAM inactive and CHT block inactive.
Screening COc1cc(C(=O)Nn2c(CC(C)C)nc3ccccc3c2=O)cc(OC)c1OC returned CHT PAM inactive and CHT block inactive.
For CC(C)CC(=O)Nc1c(C(=O)N2CCN(Cc3ccccc3)CC2)oc2ccccc12 the results were CHT PAM inactive and CHT block inactive.
For CCCCn1c(N)c(N(CC(C)C)C(=O)c2cc(S(=O)(=O)N3CCOCC3)ccc2Cl)c(=O)[nH]c1=O the results were CHT PAM inactive and CHT block inactive.
`S=C1NC[C@H](Cc2cccc3ccccc23)N1CC1CCCCC1` gave CHT PAM inactive and CHT block inactive.
For Cc1c(C(=O)NCCc2ccccc2)oc2ccc(S(=O)(=O)N3CCC4(CC3)OCCO4)cc12 the results were CHT PAM inactive and CHT block inactive.
Screening Cc1ccc(S(=O)(=O)N(CC(=O)Nc2ccccc2)C(=O)N2CCN(C)CC2)cc1 returned CHT PAM inactive and CHT block inactive.

The closing two compounds of the part before open the next one.
For Cc1c(C(=O)NCCc2ccccc2)oc2ccc(S(=O)(=O)N3CCC4(CC3)OCCO4)cc12 the results were CHT PAM inactive and CHT block inactive.
Screening Cc1ccc(S(=O)(=O)N(CC(=O)Nc2ccccc2)C(=O)N2CCN(C)CC2)cc1 returned CHT PAM inactive and CHT block inactive.
`CCc1nnc(NC(=O)CSc2nnc(-c3ccoc3C)n2-c2ccc(C)cc2)s1` gave CHT PAM inactive and CHT block inactive.
`CC(=O)c1cccc(NC(=O)C2CCN(S(=O)(=O)c3ccc(C)cc3)CC2)c1` gave CHT PAM inactive and CHT block inactive.
Screening COc1cccc(C2c3[nH]c4ccccc4c3CCN2C(=O)Cn2cncn2)c1OC (centres undefined) returned CHT PAM inactive and CHT block inactive.
Screening CCN(CC)CCNc1nc2cc(OC)c(OC)cc2c2nc(-c3ccccc3)nn12 returned CHT PAM inactive and CHT block inactive.
S=C(NCCc1ccc(Cl)cc1)Nc1ccc(Cl)cc1Cl was read as CHT PAM inactive and CHT block inactive.
COc1ccc(/C=N/Nc2ncnc3c2[nH]c2ccccc23)c(OC)c1OC was read as CHT PAM inactive and CHT block inactive.
For CC(C)NC(=O)CSc1nnc(CNC(=O)OC(C)(C)C)n1C the results were CHT PAM inactive and CHT block inactive.
For FC(F)(F)c1nnc2c(Sc3ccccn3)nc3ccccc3n12 the results were CHT PAM inactive and CHT block inactive.
For CCCC(=O)c1c[nH]c(C(=O)NCc2cccnc2)c1 the results were CHT PAM inactive and CHT block inactive.
For CC(=O)Nc1ccc(Sc2ccccc2C(=O)O)cn1 the results were CHT PAM inactive and CHT block inactive.
CCOC(=O)c1c(NC(=O)C2C3C=CC(C3)C2C(=O)O)sc2c1CCCC2 (centres undefined) was read as CHT PAM inactive and CHT block inactive.
Screening COc1ccccc1NC(=O)Cc1nnc(SCC(=O)Nc2ccccc2F)n1C returned CHT PAM inactive and CHT block inactive.
For CCN(CC)CCNc1nc(-c2ccc(OC(F)F)cc2)c(C)s1 the results were CHT PAM inactive and CHT block inactive.
Screening O=c1[nH]c(/C=C/c2ccc([N+](=O)[O-])cc2)c([N+](=O)[O-])c(=O)[nH]1 returned CHT PAM inactive and CHT block inactive.
Screening COc1ccc(C2CC(c3ccc([N+](=O)[O-])cc3)=NN2C(=O)c2ccccc2)cc1OC (centres undefined) returned CHT PAM inactive and CHT block inactive.
For CC(=O)c1cccc(N(CC(=O)Nc2cc(C)cc(C)c2)S(C)(=O)=O)c1 the results were CHT PAM inactive and CHT block inactive.
`CCCn1c(CN2CCN(C(=O)OCC)CC2)nc2cc(NC(=O)C(C)C)ccc21` gave CHT PAM inactive and CHT block inactive.
For O=C(NCc1ccco1)c1ccccc1NS(=O)(=O)c1cccs1 the results were CHT PAM inactive and CHT block inactive.
Screening COc1ccc(NC(=O)/C(C#N)=C\c2cc(C)n(-c3ccc(Oc4ccc([N+](=O)[O-])cn4)cc3)c2C)cc1 returned CHT PAM inactive and CHT block inactive.
`COc1ccccc1C(=O)Nc1ccc2c(c1)nc(CCNC(=O)c1ccccc1)n2C` gave CHT PAM inactive and CHT block inactive.
For CCN(CC)CCCN1C(=O)c2oc3ccccc3c(=O)c2C1c1cccc(OC)c1OC (centres undefined) the results were CHT PAM inactive and CHT block inactive.
For CCOC(=O)C1CCCN(C(=O)Nc2cccc(Cl)c2)C1 (centres undefined) the results were CHT PAM inactive and CHT block inactive.
Screening CCCCn1c(SC(C)C(=O)c2ccc(OC)cc2)nc2cc(S(N)(=O)=O)ccc21 (centres undefined) returned CHT PAM inactive and CHT block inactive.
For COc1ccccc1-n1c(SCC(=O)Nc2ccccc2F)nc2[nH]ncc2c1=O the results were CHT PAM inactive and CHT block inactive.
For O=C(Cc1cccs1)NNC(=S)NCc1ccc(Cl)cc1 the results were CHT PAM inactive and CHT block inactive.
For CCOc1ccc2ncc(C(=O)c3ccc(OC)cc3)c(N3CCN(CC)CC3)c2c1 the results were CHT PAM inactive and CHT block inactive.
CCOC(=O)c1c(C)[nH]c(C(=O)CN2C(=O)NC(C)(CC(C)C)C2=O)c1C (centres undefined) was read as CHT PAM inactive and CHT block inactive.
`CSc1nc2ccccc2s1` gave CHT PAM inactive and CHT block inactive.
For COc1ccc(NCc2nnc(SCc3ccccc3)n2-c2ccc(OC)cc2)cc1 the results were CHT PAM inactive and CHT block inactive.
CCCn1nc(Oc2nc(NC(C)C)nc(N(C)C)n2)ccc1=O was read as CHT PAM inactive and CHT block inactive.

At a glance, some entries already given.
For COc1ccccc1-n1c(SCC(=O)Nc2ccccc2F)nc2[nH]ncc2c1=O the results were CHT PAM inactive and CHT block inactive.
For O=C(Cc1cccs1)NNC(=S)NCc1ccc(Cl)cc1 the results were CHT PAM inactive and CHT block inactive.
For CCOc1ccc2ncc(C(=O)c3ccc(OC)cc3)c(N3CCN(CC)CC3)c2c1 the results were CHT PAM inactive and CHT block inactive.

The list goes on.
`CCC1(c2ccccc2)NC(=O)N(CC(=O)c2ccc3c(c2)OCO3)C1=O` (centres undefined) gave CHT PAM inactive and CHT block inactive.
Screening COc1cccc(OC)c1OCCOCCn1cnc2ccccc2c1=O returned CHT PAM inactive and CHT block inactive.
COCCn1c(NC(=S)NC(=O)C2CC2)cc(=O)[nH]c1=O was read as CHT PAM inactive and CHT block inactive.
`Cc1cc(C)cc(NC(=O)C(=O)NCC2CCCN2S(=O)(=O)c2cccs2)c1` (centres undefined) gave CHT PAM inactive and CHT block inactive.
For N#Cc1c(NC(=O)CSc2ncn(-c3ccccc3)n2)sc2c1CCCC2 the results were CHT PAM inactive and CHT block inactive.
`CCOc1ccc2nc(NC(=O)CCn3cccc3)sc2c1` gave CHT PAM inactive and CHT block inactive.
`CC(Cc1ccccc1)NC(=O)CSc1nc2nc3c(cc2c(=O)n1-c1ccccc1)COC(C)(C)C3` (centres undefined) gave CHT PAM inactive and CHT block inactive.
O=C(O)CSCC(=O)N1CCCN(c2ccc(C(F)(F)F)cn2)CC1 was read as CHT PAM inactive and CHT block inactive.
For O=C(C1CC1)N1CCN=C1SCc1cccc(C(F)(F)F)c1 the results were CHT PAM inactive and CHT block inactive.
`CC(=C1C(=O)c2ccccc2C1=O)N1CCN(C/C=C/c2ccccc2)CC1` gave CHT PAM inactive and CHT block inactive.
CCCCCNC(=O)C1CCC(Cn2c(=S)[nH]c3ccccc3c2=O)CC1 (centres undefined) was read as CHT PAM inactive and CHT block inactive.
Cc1ccccc1OCCNC(=O)c1ccc2ccccc2n1 was read as CHT PAM inactive and CHT block inactive.
CCCCNC(=O)NNC(=O)c1ccc(F)cc1 was read as CHT PAM inactive and CHT block inactive.
Screening O=C(NCc1ccccn1)c1cc2ccccc2oc1=O returned CHT PAM inactive and CHT block inactive.
`Cc1cc(F)c(F)c(C(=O)N2C(C)CCCC2C)c1Cl` (centres undefined) gave CHT PAM inactive and CHT block inactive.
Screening COc1cccc(N2C(=O)CN(Cc3ccccc3)C2=S)c1 returned CHT PAM inactive and CHT block inactive.
`O=C(CN(C(=O)Cn1nnc(-c2ccc(F)cc2)n1)c1ccc(F)c(Cl)c1)NCC1CCCO1` (centres undefined) gave CHT PAM inactive and CHT block inactive.
O=S1(=O)CCC(NC(=S)N2CCCCC2)C1 (centres undefined) was read as CHT PAM inactive and CHT block inactive.
O=C(CCNC(=O)c1ccc(Br)cc1)NCC1COc2ccccc2O1 (centres undefined) was read as CHT PAM inactive and CHT block inactive.
COc1ccc(/C=N/n2c(C)nc3c([nH]c4ccccc43)c2=O)cc1CN1CCCC(C)(C)C1 was read as CHT PAM inactive and CHT block inactive.
For Cc1c(C(=O)N(Cc2nccn2C)C(C)C)oc2c(F)cccc12 the results were CHT PAM inactive and CHT block inactive.
`CCOC(=O)C1CN(S(=O)(=O)c2ccc(OC)cc2)c2cc(CC(=O)OC)ccc2O1` (centres undefined) gave CHT PAM inactive and CHT block inactive.
For O=C(CSc1ncnc2c1cnn2CCO)Nc1cccc(C(F)(F)F)c1 the results were CHT PAM inactive and CHT block inactive.
CCC1CCCCN1C(=O)CSc1nc2c(c(=O)n1C)SC(C)C2 (centres undefined) was read as CHT PAM inactive and CHT block inactive.
Screening Cc1cccc(NC(=O)C(=O)NCC2CCCO2)c1 (centres undefined) returned CHT PAM inactive and CHT block inactive.
For O=C(NCCN1CCCCC1)c1ccc2c(c1)OCCO2 the results were CHT PAM inactive and CHT block inactive.
CC(C)CN(Cc1c(O)ccc2ccccc12)CC(C)C was read as CHT PAM inactive and CHT block inactive.
C/C(CC(=O)Nc1ccc([N+](=O)[O-])cc1)=N\NC(=O)c1ccccc1O was read as CHT PAM inactive and CHT block inactive.
Cc1cc2oc(C(=O)Nc3ccc(S(=O)(=O)Nc4onc(C)c4C)cc3)cc(=O)c2cc1Cl was read as CHT PAM inactive and CHT block inactive.
O=C(CCN1CCc2ccccc2C1)Nc1ccc(F)cc1 was read as CHT PAM inactive and CHT block inactive.
`CCCCN1c2cc(C)c(O)cc2C(C(=O)OCC)C1C` (centres undefined) gave CHT PAM inactive and CHT block inactive.
